STK33 inh = STK33 kinase inhibitors, primary screen, biochemical, luminescence, ADP-Glo, MBP substrate | Serine/threonine-protein kinase 33 (Homo sapiens), Q9BYT3 | inhibition, % at 12.5 µM | actives 0.44% (n = 27,000) | AID 2322, 2010; in the data active = inhibition above about 20%; inconclusive = no clear call, values can overlap the other calls
Target sequence (Q9BYT3 whole entry, looked up): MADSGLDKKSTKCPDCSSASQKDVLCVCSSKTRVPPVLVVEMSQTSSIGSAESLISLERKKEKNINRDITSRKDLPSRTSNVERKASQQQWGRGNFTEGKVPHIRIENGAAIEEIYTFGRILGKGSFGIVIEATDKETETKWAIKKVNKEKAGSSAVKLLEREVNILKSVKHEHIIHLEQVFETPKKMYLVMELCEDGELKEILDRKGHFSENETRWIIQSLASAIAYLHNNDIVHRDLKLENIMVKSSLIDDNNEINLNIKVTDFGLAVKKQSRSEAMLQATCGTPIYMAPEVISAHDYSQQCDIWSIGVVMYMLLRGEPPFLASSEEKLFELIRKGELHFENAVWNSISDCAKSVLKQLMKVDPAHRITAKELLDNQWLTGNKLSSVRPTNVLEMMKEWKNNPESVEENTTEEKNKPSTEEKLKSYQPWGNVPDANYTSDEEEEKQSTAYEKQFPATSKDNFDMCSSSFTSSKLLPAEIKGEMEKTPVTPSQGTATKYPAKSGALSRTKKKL
mut p53 react = mutant p53 pathway re-activators, primary screen, cell-based, SW480, luciferase, single point, HTS. SW480 PUMA-promoter luciferase, p53 mutant reactivation. activation, % at 9.98 µM. actives 1.5% (n = 28,000); in the data active = activation above about 52%; inconclusive = no clear call, values can overlap the other calls
The depositor's hits bear a star; ? = inconclusive; . = no result given.

SMILES	STK33 inh	mut p53 react
COc1cc(O)c(C(=O)c2c(O)cc(C)cc2O)c(C(=O)O)c1	-3	-1
CC(C)NC(=O)Nc1ccc2c(c1)C(=O)N([C@H](C)CO)C[C@@H](C)[C@@H](CN(C)S(=O)(=O)c1cccs1)OCCCC[C@H](C)O2	.	5
CC(Oc1cccc(Cl)c1)C(=O)NCc1ccco1 (configuration not stated)	-1	8
CNC[C@@H]1Oc2cc(Br)ccc2S(=O)(=O)N([C@@H](C)CO)C[C@@H]1C	.	-4
C[C@H]1CN([C@@H](C)CO)C(=O)c2cccc(NS(=O)(=O)c3ccc(Cl)cc3)c2O[C@@H]1CN(C)CC1CC1	.	1
Cc1[nH]c(/C=C2\C(=O)Nc3ccc(S(=O)(=O)Cc4c(Cl)cccc4Cl)cc32)c(C)c1C(=O)N1CCC[C@@H]1CN1CCCC1	.	-24
COc1ccc(CN(C)C[C@H]2Oc3ccc(NC(=O)C4CCCCC4)cc3C(=O)N([C@@H](C)CO)C[C@H]2C)cc1	1	.
COc1ccc(S(=O)(=O)Nc2ccc3c(c2)C(=O)N([C@@H](C)CO)C[C@H](C)[C@@H](CN(C)S(=O)(=O)c2ccc(C)cc2)O3)cc1	-4	.
Cc1noc(C)c1NC(=O)N(C)C[C@H]1OCCCC[C@@H](C)Oc2ccc(NS(C)(=O)=O)cc2C(=O)N([C@@H](C)CO)C[C@H]1C	.	-1
N#CC(C(=Nc1ccccc1)SCc1ccc(Cl)cc1)c1nc2ccccc2[nH]1 (configuration not stated)	.	6

Other records follow:
SMILES	STK33 inh	mut p53 react
NCCNS(=O)(=O)c1cccc2cnccc12	44*	.
CC[C@]1(O)C[C@H]2CN(CCc3c([nH]c4ccccc34)[C@@](C(=O)OC)(c3cc4c(cc3OC)N(C=O)[C@H]3[C@@](O)(C(=O)OC)[C@H](OC(C)=O)[C@@]5(CC)C=CCN6CC[C@]43[C@@H]65)C2)C1	0	.
COc1ccc(C(=O)CSc2nc3sc(C)c(C)c3c(=O)[nH]2)cc1C	1	-7
O=C1C=CC(=C(c2ccc(O)cc2)c2ccc(O)cc2)C=C1	3	.
C[C@@H]1CCCCO[C@@H](CN(C)Cc2ccc(Cl)c(Cl)c2)[C@@H](C)CN([C@H](C)CO)C(=O)c2cc(NS(=O)(=O)c3ccccc3)ccc2O1	1	.
CC(=O)Nc1ccc(NC(=O)CN(c2cccc(C(F)(F)F)c2)S(C)(=O)=O)cc1	1	-19
O=C(CCc1nc(-c2ccccc2F)no1)NC1CCCCC1	2	14
Cn1c(SCc2nc(-c3cccs3)no2)nnc1-c1ccco1	0	-11
C[C@@H]1CCCCO[C@H](CN(C)C(=O)Cc2ccccc2)[C@H](C)CN([C@H](C)CO)C(=O)c2cc(NC(=O)Nc3ccccc3)ccc2O1	.	-11
COc1ccc(Cl)cc1NC(=O)CN(C)S(=O)(=O)c1ccc2ccccc2c1	-1	15

Additional entries follow:
SMILES	STK33 inh	mut p53 react
C[C@H](CO)N1C[C@H](C)[C@@H](CN(C)S(=O)(=O)c2ccc3c(c2)OCCCO3)OCc2cnnn2CCCC1=O	-4	.
C[C@@H]1CN([C@H](C)CO)C(=O)Cc2cc(NS(=O)(=O)c3ccc(Cl)cc3)ccc2O[C@H]1CN(C)C(=O)NC1CCCCC1	.	5
C[C@@H]1CN([C@@H](C)CO)S(=O)(=O)c2ccc(Br)cc2O[C@@H]1CN(C)C(=O)C1CCCCC1	.	5
CNC[C@@H]1Oc2ccc(N(C)C)cc2CC(=O)N([C@@H](C)CO)C[C@@H]1C	2	8
COc1ccccc1C(=O)NC1(C(F)(F)F)C(=O)N(Cc2ccco2)C2=C1C(=O)CC(C)(C)C2 (configuration not stated)	0	-5
Cc1noc(C)c1S(=O)(=O)N(C)C[C@H]1Oc2ccc(NS(=O)(=O)c3ccccc3)cc2CC(=O)N([C@H](C)CO)C[C@H]1C	2	.
COc1ccc(NC(=O)Nc2ccc3c(c2)C(=O)N([C@H](C)CO)C[C@H](C)[C@H](CN(C)S(=O)(=O)c2ccc(F)cc2)OCCCC[C@@H](C)O3)cc1	2	.
O=C(CC1(O)C(=O)N(Cc2ccc(Cl)c(Cl)c2)c2ccccc21)c1cccc([N+](=O)[O-])c1 (configuration not stated)	2	-14
C[C@H](CO)N1C[C@H](C)[C@@H](CN(C)C)Oc2ccc(NS(C)(=O)=O)cc2C1=O	.	10
Cc1ccc(S(=O)(=O)N(C)C[C@@H]2Oc3ccc(NS(=O)(=O)c4c(C)noc4C)cc3C(=O)N([C@H](C)CO)C[C@H]2C)cc1	-1	.

Other entries follow:
SMILES	STK33 inh	mut p53 react
Cc1c(NC(=O)CN(c2ccc(F)c(Cl)c2)S(C)(=O)=O)cccc1[N+](=O)[O-]	2	8
CCOC(=O)c1c(NC(=O)c2ccc(Cn3cc(Cl)cn3)o2)sc2c1CCCCC2	-9	-3
CCn1c(SCC(=O)Nc2ccc(F)c(F)c2)nnc1-c1ccncc1	3	19
Cc1noc(C)c1NC(=O)N(C)C[C@H]1Oc2c(NS(=O)(=O)c3cn(C)cn3)cccc2C(=O)N([C@H](C)CO)C[C@@H]1C	.	-6
O=C(COc1ccc([N+](=O)[O-])cc1)Nc1ccc2oc(-c3cccc(F)c3)nc2c1	-1	44
Cc1noc(C)c1S(=O)(=O)Nc1ccc2c(c1)C(=O)N([C@H](C)CO)C[C@@H](C)[C@@H](CN(C)C(=O)NC1CCCCC1)O2	.	6
CC(C)C#Cc1ccc2c(c1)O[C@@H](CN(C)Cc1ccccc1)[C@@H](C)CN([C@H](C)CO)S2(=O)=O	.	-5
Cc1ccc(S(=O)(=O)N(C)C[C@@H]2Oc3ccc(NS(C)(=O)=O)cc3C(=O)N([C@@H](C)CO)C[C@H]2C)cc1	.	1
O=C(Cn1cncc1-c1ccc([N+](=O)[O-])cc1)Nc1ccccc1F	1	-39
COc1ccc(CC(=O)NCc2n[nH]c(=S)n2C)cc1	0	-2

Further structures follow:
SMILES	STK33 inh	mut p53 react
CC(C)NC(=O)Nc1ccc2c(c1)C(=O)N([C@H](C)CO)C[C@@H](C)[C@@H](CN(C)C(=O)CCCN(C)C)OCCCC[C@@H](C)O2	.	6
CC(C)NC(=O)N(C)C[C@@H]1Oc2ccc(NS(=O)(=O)c3ccc(Cl)cc3)cc2CC(=O)N([C@H](C)CO)C[C@H]1C	3	6
Cc1ccc(S(=O)(=O)Nc2ccc3c(c2)CC(=O)N([C@H](C)CO)C[C@@H](C)[C@@H](CN(C)S(=O)(=O)c2ccc(C)cc2)O3)cc1	7	.
C[C@@]12C[C@]3(O)O[C@H](O1)[C@]1(COC(=O)c4ccccc4)[C@H]3C[C@@]12O[C@@H]1O[C@H](CO)[C@@H](O)[C@H](O)[C@H]1O	-2	3
C[C@@H]1CN([C@H](C)CO)S(=O)(=O)c2ccc(Br)cc2O[C@@H]1CN(C)CC1CC1	.	2
C[C@H]1CN([C@@H](C)CO)C(=O)CCCn2nncc2CO[C@@H]1CN(C)S(=O)(=O)c1ccccc1F	-1	.
COc1ccc(S(=O)(=O)N(C)C[C@H]2Oc3ccc(NC(=O)CCC(F)(F)F)cc3CC(=O)N([C@H](C)CO)C[C@H]2C)cc1	-2	.
O=C(CCn1nc(-c2ccc(Cl)cc2)c2ccccc2c1=O)Nc1ccccc1	4	-1
CNC[C@H]1OCCCC[C@@H](C)Oc2ccc(NC(=O)CCC(F)(F)F)cc2C(=O)N([C@H](C)CO)C[C@H]1C	.	3
C[C@@H]1CN([C@H](C)CO)C(=O)Cc2cc(NC(=O)Cn3cnnn3)ccc2O[C@@H]1CN(C)S(=O)(=O)c1ccc(Cl)cc1	1	.

(continued)
SMILES	STK33 inh	mut p53 react
C[C@H](CO)N1C[C@H](C)[C@H](CN(C)S(=O)(=O)c2cccc(F)c2)Oc2ncc(-c3ccc(F)cc3)cc2C1=O	0	.
COc1ccc2c(c1)c(=O)oc1cc(O)ccc12	.	?
COc1ccc(OC)c(NC(=O)CSc2n[nH]c(-c3ccncc3)n2)c1	1	-9
C[C@H]1CN([C@@H](C)CO)S(=O)(=O)c2ccc(-c3ccncc3)cc2O[C@H]1CN(C)C(=O)Nc1ccc(F)cc1	.	-10
CCC(c1ccc(O)cc1)C(CC)c1ccc(O)cc1 (configuration not stated)	-8	.
COc1ccc(/C=C2\Oc3cc(O)cc(O)c3C2=O)cc1O	31*	3
Cc1noc(C)c1NC(=O)N(C)C[C@H]1Oc2c(NC(=O)c3nc4ccccc4s3)cccc2C(=O)N([C@@H](C)CO)C[C@H]1C	.	-7
COc1ccc(-n2c(SCC(N)=O)nc3c(c2=O)C2(CCCCC2)Cc2ccccc2-3)cc1	3	0
Cc1noc(C)c1S(=O)(=O)Nc1ccc2c(c1)C(=O)N([C@@H](C)CO)C[C@H](C)[C@H](CN(C)C(=O)Nc1ccccc1)OCCCC[C@H](C)O2	.	8
COC1CC(=O)C23C(=O)NC(CC(C)C)C2C(C)C(C)=CC3/C=C(\C)CCC(O)C1O (configuration not stated)	-3	.

Carrying on:
SMILES	STK33 inh	mut p53 react
CCN(CC(=O)Nc1cccc(F)c1)S(=O)(=O)c1ccc(C)cc1	0	-11
COc1ccc(Cl)cc1N(CC(=O)Nc1ccc(Br)c(Cl)c1)S(C)(=O)=O	1	-7
COc1ccc(CN(C)C[C@H]2OCc3cn(nn3)CCCC(=O)N([C@@H](C)CO)C[C@H]2C)cc1	-1	.
CCN(CC(=O)Nc1ccc(I)cc1)S(=O)(=O)c1ccc2ccccc2c1	7	-6
COC(=O)c1cc(OC)c(OC)cc1NC(=O)C(C)Oc1cccc(Cl)c1 (configuration not stated)	-1	-17
C[C@@H]1CN([C@@H](C)CO)C(=O)Cc2cc(NC(=O)C3CC3)ccc2O[C@@H]1CN(C)C(=O)Nc1ccccc1	2	-5
C[C@@H]1CN([C@@H](C)CO)C(=O)c2cc(NC(=O)c3ccncc3)ccc2O[C@@H]1CN(C)Cc1ccc2c(c1)OCO2	0	.
C[C@@H]1CN([C@H](C)CO)C(=O)CCCn2nncc2CO[C@H]1CN(C)C(=O)Nc1ccc2c(c1)OCCO2	0	21
C[C@H]1CN([C@@H](C)CO)C(=O)Cc2cc(NC(=O)NC3CCCCC3)ccc2O[C@H]1CN(C)S(=O)(=O)c1cn(C)cn1	-2	10
CC(C)C(NS(=O)(=O)c1c(Cl)cccc1Cl)C(=O)O (configuration not stated)	1	4

The list goes on.
SMILES	STK33 inh	mut p53 react
Cc1noc(C)c1NC(=O)Nc1ccc2c(c1)CC(=O)N([C@@H](C)CO)C[C@H](C)[C@H](CN(C)Cc1ccc(Cl)c(Cl)c1)O2	2	.
CC12CCC(C(=O)Nc3ccncc3)(c3nc4ccccc4nc31)C2(C)C (configuration not stated)	-1	5
O=C(CNS(=O)(=O)c1ccccc1)Nc1cccc(Cl)c1Cl	0	19
Cc1ccc2oc(-c3ccc(Cl)c(NC(=O)COc4ccc(Br)cc4)c3)nc2c1	0	.
C[C@H](CO)N1C[C@H](C)[C@@H](CN(C)S(=O)(=O)c2ccccc2)Oc2ccc(NC(=O)CCN3CCOCC3)cc2C1=O	.	4
C[C@@H]1CN([C@H](C)CO)S(=O)(=O)c2ccc(C#Cc3cccc(F)c3)cc2O[C@@H]1CN(C)C(=O)NC1CCCCC1	.	-35
C[C@@H]1CN([C@H](C)CO)C(=O)Cc2cc(NS(=O)(=O)c3cn(C)cn3)ccc2O[C@@H]1CN(C)S(=O)(=O)c1ccc(F)cc1	3	.
COc1ccc(S(=O)(=O)N(C)CC(=O)O)cc1Cl	-5	1
C[C@@H]1CN([C@@H](C)CO)C(=O)CCCn2nncc2CO[C@@H]1CN(C)C(=O)Nc1ccc(F)cc1	-4	.
CC1=CCC(C(C)(C)O[C@@H]2O[C@H](C)[C@@H](O)[C@H](O)[C@H]2O)CC1 (some centres not stated)	-1	3
CCn1ncc(Cl)c1C(=O)NCc1ccco1	2	12
Cc1ccc(N(CC(=O)NC2CCCC2)S(C)(=O)=O)cc1Cl	1	17
CC(C)NC(=O)Nc1cccc2c1O[C@@H](CN(C)Cc1ccc(-c3ccccc3)cc1)[C@@H](C)CN([C@H](C)CO)C2=O	.	1

12 neighbouring records out of the list so far, quoted:
SMILES	STK33 inh	mut p53 react
C[C@H]1CN([C@@H](C)CO)C(=O)Cc2cc(NC(=O)NC3CCCCC3)ccc2O[C@H]1CN(C)S(=O)(=O)c1cn(C)cn1	-2	10
CC(C)C(NS(=O)(=O)c1c(Cl)cccc1Cl)C(=O)O (configuration not stated)	1	4
Cc1noc(C)c1NC(=O)Nc1ccc2c(c1)CC(=O)N([C@@H](C)CO)C[C@H](C)[C@H](CN(C)Cc1ccc(Cl)c(Cl)c1)O2	2	.
CC12CCC(C(=O)Nc3ccncc3)(c3nc4ccccc4nc31)C2(C)C (configuration not stated)	-1	5
O=C(CNS(=O)(=O)c1ccccc1)Nc1cccc(Cl)c1Cl	0	19
Cc1ccc2oc(-c3ccc(Cl)c(NC(=O)COc4ccc(Br)cc4)c3)nc2c1	0	.
C[C@H](CO)N1C[C@H](C)[C@@H](CN(C)S(=O)(=O)c2ccccc2)Oc2ccc(NC(=O)CCN3CCOCC3)cc2C1=O	.	4
C[C@@H]1CN([C@H](C)CO)S(=O)(=O)c2ccc(C#Cc3cccc(F)c3)cc2O[C@@H]1CN(C)C(=O)NC1CCCCC1	.	-35
C[C@@H]1CN([C@H](C)CO)C(=O)Cc2cc(NS(=O)(=O)c3cn(C)cn3)ccc2O[C@@H]1CN(C)S(=O)(=O)c1ccc(F)cc1	3	.
COc1ccc(S(=O)(=O)N(C)CC(=O)O)cc1Cl	-5	1
C[C@@H]1CN([C@@H](C)CO)C(=O)CCCn2nncc2CO[C@@H]1CN(C)C(=O)Nc1ccc(F)cc1	-4	.
CC1=CCC(C(C)(C)O[C@@H]2O[C@H](C)[C@@H](O)[C@H](O)[C@H]2O)CC1 (some centres not stated)	-1	3

From PubChem BioAssay

These rows are one share of the data; rates above refer to the full screens.
